M18AAP inhibitor = PfM18AAP inhibitors, malaria aminopeptidase, primary screen, biochemical, QFRET, recombinant enzyme; M18 aspartyl aminopeptidase (Plasmodium falciparum 3D7); H-Glu-NHMec fluorogenic cleavage; inhibition, % at 7.35 µM; actives 1.2% (n = 290,000);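 active means inhibition above the campaign mean inhibition over all tested compounds plus 3 SD, cut at about 28% in these data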;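 further: 0% = plate median of test compound wells and 100% = 2 mM ZnCl2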
OXTR agonist = human OXTR agonists, primary screen, fluorescence, CHO-OTR cells, Fluo-8 calcium; actives 0.32% (n = 320,000); AID 2435, 2010; activation, % at 3 µM; Fluo-8 calcium fluorescence; normalized: DMSO 0%, oxytocin 100%;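 active means activation above the mean of all tested compounds plus 3 SD, cutoff set per screening run, cut at about 20% in these data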;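 further: peak over basal fluorescence ratio from a 100 s FLIPR kinetic read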
GalR3 antagonist = GalR3 antagonists in HEK293 cells, primary screen, cell-based, fluorescence readout. HEK293 GalR3-CNG cAMP membrane potential fluorescence; galR3 body fused to GalR1 C-terminus. Galanin receptor type 3 (Homo sapiens), O60755. inhibition, % at 3 µM. AID 651719, 2012. actives 0.44% (n = 360,000);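 active means inhibition above the screen-wide average plus 3 SD, cut at about 13% in these data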;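 further: forskolin and galanin both at EC90 stimulate the cells; cAMP rise reported by CNG channel membrane potential dye signal; 0% = forskolin plus galanin with DMSO and 100% = forskolin alone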
Target sequence (O60755 1-299 limits assumed): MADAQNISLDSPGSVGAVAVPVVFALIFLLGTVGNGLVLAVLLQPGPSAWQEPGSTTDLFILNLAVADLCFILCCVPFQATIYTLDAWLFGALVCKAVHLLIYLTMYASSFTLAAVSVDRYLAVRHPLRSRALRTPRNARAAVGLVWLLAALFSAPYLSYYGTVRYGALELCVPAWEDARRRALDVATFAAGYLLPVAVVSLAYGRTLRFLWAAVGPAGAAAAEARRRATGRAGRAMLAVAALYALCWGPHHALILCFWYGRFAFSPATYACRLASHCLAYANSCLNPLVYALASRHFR
V1aR counter = agonists of human V1a receptor, primary screen, counter-screen for OXTR agonist project, fluorescence, CHO-V1R cells. Fluo-8 calcium fluorescence, agonist mode; 0% DMSO, 100% 3 nM vasopressin. AID 2797, 2010. actives 0.25% (n = 320,000). Vasopressin V1a receptor (Homo sapiens), P37288. activation, % at 3 µM;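 active means activation above the mean activation of all tested compounds plus 3 SD, per screening run, cut at about 20% in these data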;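 further: signal is peak over basal fluorescence ratio across a 100 second FLIPR read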
Target sequence (P37288 whole entry, looked up): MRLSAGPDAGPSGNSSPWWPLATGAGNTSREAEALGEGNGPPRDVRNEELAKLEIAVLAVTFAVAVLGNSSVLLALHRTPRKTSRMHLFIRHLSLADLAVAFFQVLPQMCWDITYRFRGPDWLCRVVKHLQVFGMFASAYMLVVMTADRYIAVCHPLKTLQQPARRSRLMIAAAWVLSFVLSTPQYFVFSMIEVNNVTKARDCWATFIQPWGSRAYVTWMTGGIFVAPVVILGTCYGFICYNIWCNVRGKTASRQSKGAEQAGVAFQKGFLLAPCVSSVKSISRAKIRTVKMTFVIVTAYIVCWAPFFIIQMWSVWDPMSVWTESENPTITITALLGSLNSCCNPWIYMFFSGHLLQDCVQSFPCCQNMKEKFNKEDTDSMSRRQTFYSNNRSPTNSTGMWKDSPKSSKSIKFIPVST
NALP1 inh = NALP1 inflammasome inhibitors in reconstituted yeast, colorimetric, S. cerevisiae, triplicate retest; inhibition, % at 10 µM; S. cerevisiae NALP1/ASC/caspase-1 growth, X-gal OD620, 72 h; actives 0.61% (n = 280,000); in the data active means inhibition mostly above about 24%, no sharp cut-off; inactive means mostly below about 32%; further: some compounds called inactive have numbers as strong as hits
MEKK2mut PB1 HTS = MEK5 binding signal on mutant MEKK2 PB1, primary screen, biochemical, multiplex bead flow cytometry, Alexa488-MEK5; Alexa488-MEK5 binding to MEKK2 mutant; percent response, % at 10 µM; actives 0.35% (n = 290,000); in the data active means percent response above about 24%, passing the limit was not always enough; further: inactives centre near 1; some results filed as inactive read as strong as hits
MEKK2wt PB1 HTS = modulators of MEK5 binding to wildtype MEKK2, primary screen, biochemical, multiplex bead flow cytometry, Alexa488-MEK5; actives 1.1% (n = 290,000); Mitogen-activated protein kinase kinase kinase 2 (Homo sapiens), Q9Y2U5; binding response (% of control), % at 10 µM; Alexa488-MEK5 binding to MEKK2 WT; actives lie on both sides; in the data active means binding response below about 67% or above about 130%
GPR7 antag = GPR7 receptor antagonists, primary screen, cell-based, fluorescence, single concentration | GPR7-expressing cells, fluorescence antagonist assay | inhibition, % at 4.4 µM | Neuropeptides B/W receptor type 1 (Homo sapiens), P48145 | actives 1.1% (n = 290,000); in the data active means inhibition above about 16%, passing the limit was not always enough;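 further: cells stimulated with the agonist NPW; 0% = agonist with vehicle and 100% = vehicle without agonist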
Target sequence (P48145 whole entry, looked up): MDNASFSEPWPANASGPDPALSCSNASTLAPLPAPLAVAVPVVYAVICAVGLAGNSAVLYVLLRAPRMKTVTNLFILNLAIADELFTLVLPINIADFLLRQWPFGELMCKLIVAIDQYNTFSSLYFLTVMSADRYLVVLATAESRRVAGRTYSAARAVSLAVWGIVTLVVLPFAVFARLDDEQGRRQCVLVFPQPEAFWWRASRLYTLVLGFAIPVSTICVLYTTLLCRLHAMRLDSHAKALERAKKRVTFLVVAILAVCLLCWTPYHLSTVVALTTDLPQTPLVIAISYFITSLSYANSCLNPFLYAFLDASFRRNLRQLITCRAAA
OXTR potentiate = human OXTR potentiators, primary screen, fluorescence, CHO-OTR cells, Fluo-8 calcium; Oxytocin receptor (Homo sapiens), P30559; actives 0.061% (n = 320,000); AID 2445, 2010; activation, % at 3 µM; Fluo-8 calcium fluorescence, potentiator mode; 0% = oxytocin EC15, 100% = EC100;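 active means activation above that plate's cutoff, the mean activation of tested compounds plus 3 SD, cut at about 6.6% in these data, passing the limit was not always enough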;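 further: 100% uses oxytocin at 75 nM as the full agonist control; some results filed as inactive read as strong as hits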
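Dosing: Single dose, 3.0 µM nominal final compound concentration | Material: Human OTR in CHO cells | Technique: Kinetic Fluo-8 calcium fluorescence | Benchmarks: EC15 oxytocin alone as 0%, 75 nM oxytocin as 100% | Probe or stimulus: Oxytocin at about EC15, sub-maximal agonist stimulus | Incubation: Compound 6 min at room temperature before oxytocin, 100 s read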
The depositor's hits bear a star; . = no result given.

SMILES	M18AAP inhibitor	OXTR agonist	GalR3 antagonist	V1aR counter	NALP1 inh	MEKK2mut PB1 HTS	MEKK2wt PB1 HTS	GPR7 antag	OXTR potentiate
COC(=O)c1ccccc1NC(=O)c1cc([N+](=O)[O-])nn1Cc1ccccc1	-7	0.4	-1	1.0	17	0	101	2	3
CCOC(=O)N1CCC(NC(=O)CN2C(=O)C(CC)Oc3ccc(C)cc32)CC1 (configuration not stated)	-3	-0.7	-2	1.5	2	-9	85	-10	5
Cc1ccc2oc(=O)c3cc(C(=O)NCCCN4CCN(C)CC4)sc3c2c1	4	0.2	-9	0.4	13	7	113	-6	-4
COc1ccccc1NC(=O)Nc1ccccc1SC	-14	-1.7	-1	-1.0	-4	-5	97	-11	-5
O=C(CCc1ccccc1)Nc1nn[nH]n1	-3	0.8	-4	1.1	35	2	100	1	8
CCOC(=O)Cc1csc(/N=C/c2c(O)n(-c3ccc(C)c(C)c3)c(=O)c3ccccc23)n1	-6	-1.8	-5	0.7	35	3	107	-3	-3
CCSCc1nc(N)nc(NCCc2ccccc2)n1	9	0.0	-8	0.6	-32	4	102	-16	-1
C=CCN=C(NC#N)SC	-8	1.2	-9	-0.2	19	6	102	-7	-4
COc1ccc(NC(=O)CSc2nc3ccc(OC)cc3[nH]2)cc1	0	-0.9	-5	-0.5	.	-6	93	2	-13
Cc1cccc(-n2c(C)cc(/C=C3/C(=N)N4C(c5ccccc5)=CSC4=NC3=O)c2C)c1	-6	-0.3	0	-0.4	11	0	99	9	3
COc1cc(OC)c(NS(=O)(=O)c2c(C(=O)N3CCCCC3)c(C)n(C)c2C)cc1Cl	-16	0.5	-1	-0.3	13	-1	103	-4	-5
Cc1noc(NS(=O)(=O)c2ccc(N3C(=O)c4ccccc4C3=O)cc2)c1C	3	-0.8	4	1.0	31	1	100	-12	-13
COc1ccccc1Nc1nc(N)nc(CN2CCN(c3ccccc3)CC2)n1	10	-1.6	-6	-0.6	11	2	107	-3	2
C=CCc1cc(C)ccc1OCCCC(C(=O)OCC)C(=O)OCC	1	0.1	-6	-0.2	36	-1	105	-10	-4
c1cc(CNC2C3CC4CC(C3)CC2C4)ccn1 (configuration not stated)	4	0.2	1	0.2	8	2	102	-21	-4
CCCC(C)C(=O)Nc1ccc(Cl)cc1Cl (configuration not stated)	-25	-2.4	10	-1.9	-12	2	106	-9	-5
CC(CN1CCOCC1)C(=O)O (configuration not stated)	-10	0.2	0	0.7	-59	11	127	-6	-3
CCCn1c(SCC(=O)N2c3ccccc3CCc3ccccc32)nc2c1c(=O)n(C)c(=O)n2C	1	0.0	0	0.6	22	0	105	-5	-1
CC(=O)N1N=C(c2c(-c3ccccc3)c3cc(Br)ccc3[nH]c2=O)CC1c1ccco1 (configuration not stated)	2	1.7	-6	0.3	29	3	100	-19	-8
COc1ccc(C2(c3ccc(OC)cc3)NC(=O)N(CC(=O)Nc3ccc(OC)c(OC)c3)C2=O)cc1	4	0.7	-10	0.3	-12	-2	100	-10	1
Cc1ccc(SCC(=O)N(C)CC(=O)Nc2cccc(F)c2)c(C)c1	.	-1.9	-2	-1.6	.	.	.	.	-3
O=C(Nc1ccccc1N1CCCCC1)c1ccc(N2C(=O)c3ccccc3C2=O)cc1	6	-0.6	-1	-0.2	23	-4	78	-7	-2
O=C(NCc1ccc2c(c1)OCO2)C1CCN(S(=O)(=O)c2cccc3nsnc23)CC1	0	0.8	-4	0.1	36	.	.	-4	2
CC1(C)OC(=O)C(=C2CCCN2)C(=O)O1	-3	1.6	0	0.6	.	.	.	-2	-24
Cc1cc(C(=O)N2CCCC(Nc3ccc(F)cc3)C2)n(C)n1 (configuration not stated)	4	-0.6	4	3.5	18	0	107	-14	-7
CCN(C(=O)CSc1nnnn1-c1cc(C)ccc1OC)C1CCS(=O)(=O)C1 (configuration not stated)	-1	0.4	-6	0.2	13	1	103	-7	-3
CCC(=O)NC(c1ccc(OC)cc1)c1c(O)ccc2ccccc12 (configuration not stated)	-6	1.5	-1	1.0	27	-3	103	2	-11
COc1cc(C(=O)NCc2ncccc2C)ccc1OC1CCN(C(C)=O)CC1	-10	0.4	0	1.3	8	12	110	-8	-1
CN1C(=S)SC(N(O)C(=O)Nc2ccccc2)C1(C)C (configuration not stated)	8	0.6	-3	-0.7	0	1	102	-6	-2
O=C(CSc1nc(=O)n2ccccc2n1)N1CCCCCC1	.	1.0	-2	-0.1	.	.	.	.	2
O=C1CN(C(=O)C2CCCC2)CCN1	-8	2.0	-6	0.2	25	-2	99	-7	0
COc1ccc(S(=O)(=O)NNC(=O)c2csc(-n3nc(C)cc3C(F)(F)F)n2)cc1	3	-1.5	4	-0.4	-7	7	103	-13	-17
CCNC(=S)Nc1scc(-c2ccccc2)c1C(=O)OCC	9	-0.8	0	-0.2	15	-2	99	-3	-9
CCOC(=O)C1=C(C)NC(SCC(N)=O)=C(C#N)C1c1ccccc1 (configuration not stated)	-8	-2.0	-4	-0.4	-2	4	108	-16	0
CCN(CC(=O)NC1CCS(=O)(=O)C1)S(=O)(=O)c1cccc(C(C)=O)c1 (configuration not stated)	-3	1.8	-4	0.6	12	-3	93	-15	2
O=C(CCC(F)(F)F)N1CCC(CO)(CCc2ccccc2)CC1	-1	-0.7	-3	0.3	-12	4	106	-6	-4
C/C(=N\NC(=O)c1c[nH]c2ccccc12)c1ccc(C)o1	-16	0.1	0	0.0	-9	1	102	-7	-5
Fc1ccc(NC(=S)N2N=CCC2c2ccccc2)cc1 (configuration not stated)	2	-1.4	-5	-0.3	23	4	106	-3	-1
CCCN(CCC)C1=N/C(=C\c2ccco2)C(=O)N1c1ccccc1	5	-1.8	4	-0.6	-5	13	100	-8	-10
O=C1NC2=C(C(=O)CCC2)C(c2cccc([N+](=O)[O-])c2)N1 (configuration not stated)	-11	.	-1	.	17	-6	95	0	.

Filtered by structure: the compounds so far with a furan ring, fused or not
SMILES	M18AAP inhibitor	OXTR agonist	GalR3 antagonist	V1aR counter	NALP1 inh	MEKK2mut PB1 HTS	MEKK2wt PB1 HTS	GPR7 antag	OXTR potentiate
CC(=O)N1N=C(c2c(-c3ccccc3)c3cc(Br)ccc3[nH]c2=O)CC1c1ccco1 (configuration not stated)	2	1.7	-6	0.3	29	3	100	-19	-8
C/C(=N\NC(=O)c1c[nH]c2ccccc12)c1ccc(C)o1	-16	0.1	0	0.0	-9	1	102	-7	-5
CCCN(CCC)C1=N/C(=C\c2ccco2)C(=O)N1c1ccccc1	5	-1.8	4	-0.6	-5	13	100	-8	-10

More compounds follow:
SMILES	M18AAP inhibitor	OXTR agonist	GalR3 antagonist	V1aR counter	NALP1 inh	MEKK2mut PB1 HTS	MEKK2wt PB1 HTS	GPR7 antag	OXTR potentiate
CC[C@@]12C(=O)N(c3ccc(C)cc3)C(=O)N1[C@H](c1cccc(C)c1)[C@@H]1C(=O)N(Cc3ccccc3)C(=O)[C@@H]12	.	-0.2	-6	0.5	.	.	.	.	-6
CCOc1ccc(NC(=O)NNC(=O)C(C)Oc2ccccc2OC)cc1 (configuration not stated)	-4	-0.8	-1	0.6	13	0	100	-14	-3
CC(OC(=O)C1CC2CCCC(C1)C2=O)C(=O)Nc1cccc([N+](=O)[O-])c1 (configuration not stated)	.	1.3	2	2.1	.	.	.	.	-10
O=C(NC1CCCCC1)C1CCN(S(=O)(=O)c2cccs2)CC1	0	0.8	3	-0.7	13	0	100	-2	-3
CN(CC(=O)c1c(N)n(C)c(=O)n(C)c1=O)c1ccccc1	13	0.1	-4	-0.3	10	-1	103	-11	-1
CCO[C@H]1OC(C(=O)Nc2ccccc2)=C[C@@H](c2ccc(C(F)(F)F)cc2)[C@@H]1CCCO	3	0.0	0	0.6	-2	-5	93	-28	-9
CSCCC1COC(c2cccs2)=N1 (configuration not stated)	-4	-1.0	-3	0.5	10	6	105	-22	-8
CCOc1cc(C=O)ccc1OCC(=O)NC(C)(C)C	3	-1.0	-3	0.4	-3	1	98	-19	-4
Nc1nnnn1/N=C/c1ccc(Br)cc1	1	.	-12	.	1	2	109	11	.
O=[N+]([O-])c1ccccc1CSc1ccccn1	-1	-2.2	-2	-0.9	-13	0	99	-12	-3
CCN(CC)CCN1C(=O)C(=O)/C(=C(/O)c2ccc(C)cc2)C1c1cccnc1 (configuration not stated)	1	1.5	-3	0.4	.	-22	80	-8	0
O=C(Cn1nc(-c2ccc(Cl)cc2)ccc1=O)NCCN1CCOCC1	1	0.4	3	0.6	-13	-1	113	-1	4
Cc1cc(C)n(C2CC(=O)N(c3cccc(Cl)c3)C2=O)n1 (configuration not stated)	-2	0.0	-1	-0.6	-2	-7	96	-1	4
CCN(CC)CCNC(=O)c1cc(-c2cccnc2)nc2ccc(S(=O)(=O)N3CCC(C)CC3)cc12	0	-1.3	3	0.0	13	6	122	-3	-1
COC(=O)Cc1cc(=O)n2[nH]c(C)cc2n1	7	1.5	-3	0.6	14	16	111	-2	-4
COC(=O)N1C(=O)[C@@](c2ccccc2)(C2CCCC2)N1C(=O)OC	-3	-1.9	.	0.3	5	-7	93	4	1
Oc1ccccc1Nc1nc(NCc2ccccc2)c2ccccc2n1	-5	5.4	-4	1.4	14	67*	216*	-1	-14
COc1ccccc1/C=C/C(=O)OC(C)CN1CCOCC1 (configuration not stated)	51*	-1.5	-1	-1.0	19	-2	98	-5	2
COc1ccc(C(=O)NC(=S)NNC(=O)c2cccnc2)cc1	6	-1.1	3	-0.1	-3	-1	102	6	-8
O=C1Nc2ccccc2C1=Nc1ccc(F)cc1	1	0.1	.	0.6	0	9	108	2	-8
COc1ccc(Cl)cc1-n1c(C)ccc1C	1	-1.4	0	-0.4	16	-4	90	-8	-7
CC(C)Oc1cccc(-c2cc(C(=O)N3CCN(S(C)(=O)=O)CC3)c3ccccc3n2)c1	-2	3.6	5	0.6	29	12	104	-6	-9
O=C(NC1=NCCS1)c1ccccc1	1	0.3	-6	0.0	11	6	107	-3	-7
CCOC(=O)Cc1cc(=O)[nH]c(/N=C(\N)Nc2ccc(C)c(C)c2)n1	2	2.4	1	3.8	3	-2	97	4	-5
COc1ccc(OCCSc2ncc(CO)n2C)cc1	-7	-0.1	-6	0.2	4	1	96	-10	-2
CCCCn1c(N)c(N(CCC(C)C)C(=O)COC(=O)c2cccnc2OCC)c(=O)[nH]c1=O	.	-1.1	-8	-0.5	.	.	.	.	-4
O=C1c2sc3nc4n(c(=O)c3c2CCC1Br)CCCCC4 (configuration not stated)	5	0.5	-3	-0.1	-12	2	106	-8	-6
COCCn1nnnc1C(c1ccc(OC)c(OC)c1)N1CCN(c2nc3ccccc3s2)CC1 (configuration not stated)	-10	0.4	-4	3.4	8	-11	86	-2	-12

From PubChem
